# M. tuberculosis GlmU = inhibition of mycobacterial GlmU enzyme – biochemical, glucosamine-1-phosphate acetyltransferase (AID 1376) | Bifunctional protein GlmU (Mycobacterium tuberculosis (strain ATCC 25618 / H37Rv)) | M. tuberculosis GlmU acetyltransferase enzyme assay; higher % means a stronger effect | inhibition, %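 (tested at 30 µM in the primary screen)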, or IC50 in µM where a hit was titrated | 0.25% of 220,000 active; in the data active means inhibition above about 13%;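 further: 0% = complete reaction with vehicle and 100% = reaction without substrate; strong numbers were not always called active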
# RmlCD inh 1536 = M. tuberculosis RmlC/RmlD coupled enzyme inhibitors, primary screen, biochemical, compound mixtures, 384-well, from 1536-well plates. inhibition, % at 3.6 µM. dTDP-4-dehydrorhamnose reductase (Mycobacterium tuberculosis (strain ATCC 25618 / H37Rv)) …. 0.03% of 160,000 active. AID 1533, 2009. RmlC+RmlD coupled enzyme assay, percent inhibition; primary screen in compound mixtures; in the data active means inhibition mostly above about 34%, no sharp cut-off; further: some results filed as inactive read as strong as hits
# Target sequence (P9WH09 whole entry, looked up): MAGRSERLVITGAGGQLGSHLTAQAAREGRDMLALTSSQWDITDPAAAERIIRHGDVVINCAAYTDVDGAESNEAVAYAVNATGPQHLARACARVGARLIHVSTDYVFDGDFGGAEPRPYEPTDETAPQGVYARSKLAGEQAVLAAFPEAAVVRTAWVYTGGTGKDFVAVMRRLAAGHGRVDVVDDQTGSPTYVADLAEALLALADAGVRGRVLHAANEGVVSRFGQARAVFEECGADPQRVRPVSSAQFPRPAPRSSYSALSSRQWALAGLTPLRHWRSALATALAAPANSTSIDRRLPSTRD
# Target sequence (P9WH11 whole entry, looked up): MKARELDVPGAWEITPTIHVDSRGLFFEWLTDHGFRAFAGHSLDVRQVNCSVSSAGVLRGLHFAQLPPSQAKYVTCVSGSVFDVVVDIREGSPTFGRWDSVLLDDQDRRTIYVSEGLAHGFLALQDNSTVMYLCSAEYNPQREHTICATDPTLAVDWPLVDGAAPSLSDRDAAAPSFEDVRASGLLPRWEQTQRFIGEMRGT
# * = called active by the depositor; / = no result given. Some of the compounds tested; rates above refer to the full screens.
# Fields – M. tuberculosis GlmU, RmlCD inh 1536
- Cc1ccccc1C(OCCN(C)C)C1CCCCC1 (centres undefined)
 : -2.2%, -2
- CCc1ccc(CN2C(=O)c3ccccc3C2C(=O)NCc2cccnc2)cc1 (centres undefined)
 : -0.7%, -10
- CC(=O)Nc1nonc1NC(C)=O
 : 2.7%, 0
- CCc1ccccc1NC(=S)N(CCN(C)C)C(C)c1cccnc1 (centres undefined)
 : -2.3%, 7
- CCCCN(C(=O)Cn1nnc2ccccc21)C(C(=O)NCCOC)c1ccc(OC)cc1OC (centres undefined)
 : 6.4%, /
- COc1cc(-c2nc3ccccn3c2/N=C/c2cccc(OC)c2O)ccc1O
 : 2.5%, -1
- C=CCN1C(=O)C(CC(=O)Nc2ccccc2)N(Cc2ccccn2)C1=S (centres undefined)
 : 8.4%, -2
- O=C(CSCc1nc2c(nnn2Cc2ccc(F)cc2)c(=O)[nH]1)Nc1cccc(C(F)(F)F)c1
 : 2.8%, -16
- CC(=O)c1cc(-c2ccc(F)cc2)n(CC(=O)NCc2cccs2)c1C
 : 0.3%, /
- C=CCNC(=O)/C(=C/c1cccc([N+](=O)[O-])c1)NC(=O)c1ccco1
 : 4.1%, -9
- CC(C)N1CCN(Cc2ccc(OCc3ccccc3)cc2)CC1CCO (centres undefined)
 : -3.2%, -1
- COC(=O)c1cc(NC(=O)Cc2ccccc2[N+](=O)[O-])cc(C(=O)OC)c1
 : -12%, 1
- CC(NCc1ccc(OCc2ccc(Cl)cc2)cc1)C(O)c1ccccc1 (centres undefined)
 : -4.7%, 1
- Cc1cs/c(=N\N=C\c2ccc(O)cc2)n1Cc1ccco1
 : 4.0%, 6
- Cc1ccc(N2CCCn3c2cc(C)c(C#N)c3=O)cc1C
 : -5.5%, -8
- Cc1ccc(OCCn2cccn2)c(C)c1
 : 1.3%, 6
- Cn1c(=O)oc2cc(S(=O)(=O)NCCN3CCN(c4ccccc4)CC3)ccc21
 : 1.5%, 3
- COc1ccc(CCN2C(=O)c3[nH]nc(-c4ccccc4O)c3C2c2ccc(C)cc2)cc1OC (centres undefined)
 : 0.6%, 0
- COc1ccccc1N1C(=O)C2ON(c3ccccc3)C(c3ccc(N(C)C)cc3)C2C1=O (centres undefined)
 : -3.1%, 28
- COc1cc(C(=O)NC(=S)Nc2ccc([N+](=O)[O-])cc2C)cc(OC)c1OC
 : -0.7%, /
- COc1ccc(/C(C)=N/OC/C(O)=C(\C#N)c2nc3ccccc3[nH]2)c(OC)c1
 : -3.6%, /
- N#C/C(=C(/O)c1ccc([N+](=O)[O-])cc1)c1nnc2n1CCCCC2
 : 0.6%, -1
- CN(C)/C=C/C(=O)C(Cl)(Cl)Cl
 : -1.0%, -6
- Cc1ccc(N2C(=O)C(O)(C(F)(F)F)C3=C2CC(C)(C)CC3=O)cc1C (centres undefined)
 : 1.2%, 18
- Cc1cc(C)nc(Sc2c(C)n[nH]c2C)n1
 : 4.1%, 7
- Cc1cnc(C(=O)N2CCCC(C(=O)c3ccc(Cl)cc3C)C2)cn1 (centres undefined)
 : -2.4%, /
- O=c1c2cc3c(nc2[nH]c(=S)n1-c1ccccc1)CCCC3
 : 1.7%, -9
- CCC(C)(C)n1nnnc1C(c1cc2cc(C)cc(C)c2[nH]c1=O)N1CCN(C(=O)c2ccco2)CC1 (centres undefined)
 : 0.7%, -18
- CCN1C(=O)C(=C2C=C(C)OC(C)=C2)C(=O)N(CC)C1=S
 : 4.8%, -10
- COc1ccccc1-c1n[nH]c(=S)n1-c1ccccc1
 : -0.6%, /

# Whole records, quoted from the list. Screens in order: M. tuberculosis GlmU, RmlCD inh 1536
# `Cc1ccc(N2CCCn3c2cc(C)c(C#N)c3=O)cc1C` is listed with -5.5%, -8
# `Cc1ccc(N2C(=O)C(O)(C(F)(F)F)C3=C2CC(C)(C)CC3=O)cc1C` (centres undefined) is listed with 1.2%, 18
# `CCCCN(C(=O)Cn1nnc2ccccc21)C(C(=O)NCCOC)c1ccc(OC)cc1OC` (centres undefined) is listed with 6.4%, /
# `Cc1ccc(OCCn2cccn2)c(C)c1` is listed with 1.3%, 6
# `Cc1cc(C)nc(Sc2c(C)n[nH]c2C)n1` is listed with 4.1%, 7

# The listing picks up; the 5 compounds before the break are reprinted first.
# Fields – M. tuberculosis GlmU, RmlCD inh 1536
- Cc1cnc(C(=O)N2CCCC(C(=O)c3ccc(Cl)cc3C)C2)cn1 (centres undefined)
 : -2.4%, /
- O=c1c2cc3c(nc2[nH]c(=S)n1-c1ccccc1)CCCC3
 : 1.7%, -9
- CCC(C)(C)n1nnnc1C(c1cc2cc(C)cc(C)c2[nH]c1=O)N1CCN(C(=O)c2ccco2)CC1 (centres undefined)
 : 0.7%, -18
- CCN1C(=O)C(=C2C=C(C)OC(C)=C2)C(=O)N(CC)C1=S
 : 4.8%, -10
- COc1ccccc1-c1n[nH]c(=S)n1-c1ccccc1
 : -0.6%, /
- CCn1c(/C=C/c2c(C)n(CC)c3ccccc23)nc2ccccc2c1=O
 : 2.6%, /
- Cc1cc(Cl)c(S(=O)(=O)N2CCN(c3ccccn3)CC2)cc1OCC(N)=O
 : -1.3%, /
- Cc1ccc(S(=O)(=O)NCCSCc2ccco2)cc1
 : 6.5%, 4
- Cc1ccc(C(C(=O)NC(C)(C)C)N(CC2CCCO2)C(=O)Cn2nnc(-c3ccc(C)o3)n2)cc1 (centres undefined)
 : -0.2%, /
- Fc1ccc2c(c1)nnn2C1CCN(Cc2ccccc2)CC1
 : -2.8%, 0
- CC(=O)NC(NC(=S)Nc1ccc(N=Nc2ccccc2)cc1)C(Cl)(Cl)Cl (centres undefined)
 : -2.9%, /
- CNS(=O)(=O)c1ccc(NC(=O)c2ccccn2)cc1
 : 1.6%, 10
- Nc1c(C(=O)NCc2ccccc2)nnn1Cc1ccccc1
 : -3.7%, 3
- O=c1c2cc(N3CCOCC3)ccc2[nH]c(=S)n1CCCN1CCN(c2ccccc2F)CC1
 : -5.3%, -4
- CCOC(=O)C1CN(C(C)(C)C)C(=O)C1=O (centres undefined)
 : -2.3%, 3
- C=CCc1c(C)c(C#N)c2nc3ccccc3n2c1NCCN(C)C
 : -1.2%, -8
- Nc1nc(SCC(=O)N2N=C(c3ccc(Cl)cc3)CC2c2ccco2)n[nH]1 (centres undefined)
 : -2.9%, -12
- COc1ccc(CCNC(=O)C(=O)NCCCN2CCOCC2)cc1
 : -2.8%, -6
- CC(C)(C)C(=O)Nc1ccccc1C(=O)N1CCCC1
 : 2.9%, /
- O=C(CCCCCCCC(=O)NNC(=O)Nc1ccccc1)NNC(=O)Nc1ccccc1
 : -6.2%, -7
- Nc1nnc(-c2cc3c(ccc4ccccc43)oc2=O)s1
 : 0.7%, 10
- Cc1ccc(N2CC(C(=O)Nc3ccc(S(=O)(=O)Nc4nccc(C)n4)cc3)CC2=O)cc1 (centres undefined)
 : 2.3%, -2
- COc1ccc(S(=O)(=O)Nc2ccc(S(=O)(=O)N3CCCCC3)cc2)cc1C
 : -4.5%, 7
- N=C1C(c2ccccc2)=C(O)CN1Cc1ccco1
 : -5.4%, /
- O=C(CSc1nc2ccccc2c(=O)n1CC1CCCO1)NCC1CCCO1 (centres undefined)
 : 6.0%, /
- Clc1cccc2sc(N3CCCCC3)nc12
 : 1.5%, /
- O=C(c1cccnc1)N1CCC(Oc2ccc(C(=O)N3CCCC(O)C3)cc2)CC1 (centres undefined)
 : 1.4%, /
- Cc1ccc(CSc2nc3c(c(N(C)C)n2)CCCC3)cc1
 : 0.7%, -3
- CCn1c(SCC(=O)Nc2ccccc2C(=O)OC)nnc1-c1ccc(N)cc1
 : 7.3%, -3
- CCOc1cccc(CN2CCCC(C(=O)c3cccc(C(F)(F)F)c3)C2)c1O (centres undefined)
 : 0.4%, -11
- Cc1occc1C(=O)N/N=C/C=C/c1ccccc1
 : 2.1%, -12
- Cc1ccc(NC(=O)c2ccc(Cl)nc2)cc1
 : -0.9%, 9
- CC(C)CO/C(=N/S(=O)(=O)c1ccccc1)c1ccccc1
 : 5.3%, -10
- CCc1ccc(-c2cc(C(=O)N/N=C/c3ccccn3)[nH]n2)cc1
 : 1.7%, -11
- O=C(CSc1ncc(-c2ccc(F)cc2)n1Cc1ccco1)Nc1ccc2c(c1)OCO2
 : 1.1%, 3
- O=C(NCc1ccccc1)c1ccc2c(=O)n(CC3CCCO3)c(=S)[nH]c2c1 (centres undefined)
 : 4.4%, -2
- O=C(CSCc1ccccc1)N=Nc1c(O)[nH]c2ccccc12
 : 2.6%, /
- O=[N+]([O-])c1cccc(S(=O)(=O)Nc2ccc(Cc3ccncc3)cc2)c1
 : -2.6%, /
- Cn1nnnc1SCc1ccc(C(=O)Nc2ccc(Br)cc2)cc1
 : 3.2%, /
- COc1ccc(C(=O)NC(=S)Nc2ccccc2N2CCCCC2)cc1[N+](=O)[O-]
 : -0.1%, 1
- CC(Sc1nnc(NC2CCCCC2)s1)C(=O)Nc1ccc2c(c1)C(=O)c1ccccc1C2=O (centres undefined)
 : 4.8%, 2
- O=C(Cn1cnc2c(cnn2-c2ccccc2)c1=O)Nc1ccc(S(=O)(=O)N2CCOCC2)cc1
 : -0.7%, -9
- Cc1nc2c(Cl)cccc2[nH]1
 : -3.8%, /
- Nc1cc(S(=O)(=O)N2CCCCC2)ccc1Oc1ccc(Cl)cc1
 : -1.3%, 9
- COc1ccc(OC)c(/C=N/NC(=O)CCc2c(C)n[nH]c2C)c1
 : -2.5%, 6
- Cc1ccc(C)c(S(=O)(=O)N/N=C/c2ccc(C(=O)O)cc2)c1
 : -5.2%, 7
- CCN(CC)CCNc1ccc(Cl)cc1[N+](=O)[O-]
 : -0.4%, /
- CC(C)NCCCCOc1ccccc1-c1ccccc1
 : -0.8%, 31
- COC(=O)C1=C(CSc2nnnn2C)NC(=O)NC1c1cc(C)ccc1C (centres undefined)
 : -1.5%, /
- O=C(O)COc1ccc(Nc2ccccc2)cc1
 : 0.7%, -3
- CCOc1ccc(NC(=O)C(=O)N/N=C/c2ccccc2F)cc1
 : -2.8%, 19
- N#CCO/N=C/C(=O)Nc1ccc(F)cc1F
 : 7.5%, -11
- CC(=O)OC1(Cc2ccccc2)CN2CCC1c1ccccc12 (centres undefined)
 : -1.0%, 6
- COc1cc(OC)c(OC)cc1/C=N/NC(=O)c1cc(-c2cccn2C)n[nH]1
 : /, -6
- N#Cc1c(N)oc(-c2ccccc2)c1-c1ccccc1
 : 5.7%, /
- O=C1CCCN1c1ccc(S(=O)(=O)NCCOc2ccccc2)cc1
 : 1.3%, /
- COc1ccc(CC(NC(C)=O)C(=O)NC2CCN(C(=O)c3ccc([N+](=O)[O-])cc3)CC2)cc1OC (centres undefined)
 : 3.6%, 7
- Cn1nnnc1SCCNS(=O)(=O)c1ccccc1
 : -0.2%, /
- CCn1cc(C(=O)NP(=O)(Nc2ccc(C)cc2)Nc2ccc(C)cc2)c2ccccc21
 : /, -5
- COCCCn1c(=O)/c(=C\c2ccccc2OC(C)C)s/c1=C(/C#N)C(=O)Nc1ccc(C(=O)O)cc1
 : -3.2%, /
- Cc1ccc(-c2nc3cc(NS(=O)(=O)c4ccc(C)cc4)ccc3o2)cc1
 : -0.2%, /
- Cc1ccc(-c2cc(C(F)(F)F)n3nc(C(=O)Nc4ccon4)cc3n2)cc1C
 : -0.7%, /
- O=C(Nc1ccc(Cl)cc1)OCc1cc(-c2ccccc2)on1
 : -0.3%, -1
- O=C1c2ccc(Oc3ccc([N+](=O)[O-])cc3)cc2C(=O)N1c1ccncc1
 : -6.5%, /
- CCOC(=O)NC(=O)CSc1nnc(C)s1
 : 4.4%, -14

# The results go on.
# Fields – M. tuberculosis GlmU, RmlCD inh 1536
- COCC(=O)NC1CCN(S(=O)(=O)c2cccc(C(C)=O)c2)CC1
 : -0.5%, 6
- Nc1c(-c2ccc(Cl)cc2)cnn1C1CCS(=O)(=O)C1 (centres undefined)
 : -1.8%, -8
- Cc1ccc(OCC(=O)N/N=C/C=C/c2ccco2)cc1
 : 1.8%, 9
- C=C(C)Cn1c(C)cc(C)c(S(=O)(=O)c2cccc(C)c2)c1=O
 : -4.2%, 8
- O=C(CSc1nnc(Cc2cccs2)n1Cc1ccco1)Nc1ccc(Br)cc1
 : 7.0%, 5
- CCCN1c2cccc3cccc(c23)S1(=O)=O
 : 0.4%, 106
- O=C(/C=C/c1ccc([N+](=O)[O-])cc1)NCc1ccccn1
 : 1.9%, -7
- Cc1noc(C(=O)NC2CCCCC2)c1Cl
 : -1.6%, 9
- CC(=O)NNC(=O)c1csc(-c2csc(C)n2)n1
 : 1.5%, -14
- O=C(NCC1COc2ccccc2O1)c1cn(Cc2ccc(F)cc2)nn1 (centres undefined)
 : -0.3%, /
- COc1ccc(C(=O)NCC(=O)Nc2cccc(S(=O)(=O)NCc3ccco3)c2)cc1OC
 : -5.5%, 5
- Cn1c(SCc2ccc(Cl)cc2)nc(C(F)(F)F)cc1=O
 : -0.3%, 4
- CCCCn1c(-c2ccco2)nc2ccccc2c1=O
 : 2.7%, 5
- CCCOC(=O)C[N+](C)(C)CCOC1CC2CCC1(C)C2(C)C (centres undefined)
 : -0.7%, -6
- O=C(Nc1ccc(S(=O)(=O)NC2=NCCCCC2)cc1)c1ccc2ccccc2n1
 : -3.8%, -8
- Cn1c(=O)c2c(nc(SCCN3CCCCC3)n2Cc2ccccc2)n(C)c1=O
 : 2.8%, 37
- COc1ccc2[nH]c3c(=O)n(Cc4ccncc4)cnc3c2c1
 : -4.2%, 9
- Cc1c(Cl)ccc2c(C(N)=O)cc(-c3ccccn3)nc12
 : 1.2%, /
- CCCCCCNCc1c(F)cccc1Cl
 : -1.3%, 2
- COc1ccc(-n2cc3c(-c4cccc(Br)c4)nnc(C)c3n2)cc1
 : -7.5%, -3
- COc1ccccc1NC(=O)CSc1nnc(C)n1Cc1ccccc1
 : 7.8%, /
- O=C(NNC(=S)NCc1ccc(Cl)cc1)c1ccc2c(c1)OCO2
 : -1.0%, /
